# A3A deaminase: blocks human APOBEC3A ssDNA deamination; recombinant A3A, FAM/TAMRA ssDNA deamination fluorescence; inhibition, % at 20 µM; 330,000 compounds, 0.41% hits;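 active = at least 40% inhibition at 20 µM here, with at most 30% in a related deaminase screen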;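 also: plate controls were A3A with DMSO for no effect and wells lacking A3A enzyme for full effect; some results filed as inactive read as strong as hits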
# Target sequence (P31941 whole entry, looked up): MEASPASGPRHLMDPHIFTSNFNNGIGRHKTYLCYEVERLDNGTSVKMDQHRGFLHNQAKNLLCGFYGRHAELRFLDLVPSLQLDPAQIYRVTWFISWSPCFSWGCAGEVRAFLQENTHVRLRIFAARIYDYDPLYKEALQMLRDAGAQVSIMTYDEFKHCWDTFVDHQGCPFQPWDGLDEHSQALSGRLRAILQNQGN
# hIAP activ: increases human intestinal alkaline phosphatase activity. purified human IAP, CDP-Star luminescence, 30 min; active compounds read high; 1 = vehicle-only enzyme, 0 = enzyme-free background. AID 2524. activation factor at 10 µM. 330,000 compounds, 0.16% hits. P09923;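 active = activation factor of the enzyme at least 2-fold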; also: the source names both 10 and 20 µM as test concentration; values of inactives mirror those of a sister screen read the other way
# Target sequence (P09923 whole entry, looked up): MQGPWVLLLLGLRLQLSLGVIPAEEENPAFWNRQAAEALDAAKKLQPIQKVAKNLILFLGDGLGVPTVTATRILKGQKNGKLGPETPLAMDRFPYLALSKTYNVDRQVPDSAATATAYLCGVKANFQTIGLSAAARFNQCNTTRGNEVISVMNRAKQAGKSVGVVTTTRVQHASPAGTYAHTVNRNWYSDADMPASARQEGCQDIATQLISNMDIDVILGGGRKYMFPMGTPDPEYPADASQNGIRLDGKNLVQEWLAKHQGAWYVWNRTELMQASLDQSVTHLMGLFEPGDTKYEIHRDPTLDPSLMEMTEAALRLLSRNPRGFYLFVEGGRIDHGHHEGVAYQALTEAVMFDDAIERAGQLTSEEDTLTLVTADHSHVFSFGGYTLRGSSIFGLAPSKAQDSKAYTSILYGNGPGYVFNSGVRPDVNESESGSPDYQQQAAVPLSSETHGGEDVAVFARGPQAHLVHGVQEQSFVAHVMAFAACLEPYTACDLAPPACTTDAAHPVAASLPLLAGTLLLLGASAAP
# mIAP block: blocks mouse intestinal alkaline phosphatase; purified mouse IAP, CDP-Star luminescence, 30 min; inhibition, % at 10 µM; 330,000 compounds, 0.2% hits; AID 2806;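 active = inhibition of at least 40% at 10 µM in the primary screen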;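 also: plate controls were DMSO with enzyme for no effect and no enzyme wells for full effect; values of inactives mirror those of a sister screen read the other way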
# mIAP activ: increases mouse intestinal alkaline phosphatase activity | muIAP, CDP-Star luminescence, 30 min; active compounds read high; 1 = vehicle-only enzyme signal, 0 = enzyme-free wells | activation factor at 10 µM | 330,000 compounds, 0.24% hits | AID 2805;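 active = activation factor of at least 2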; also: the source names both 10 and 20 µM as test concentration; values of inactives mirror those of a sister screen read the other way
#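 Assay system: mouse IAP enzyme; reagent: chemiluminescent substrate CDP-Star; dosing: test compounds delivered from DMSO solution; schedule: 30 min at room temperature; measured by: luminescence from enzymatic CDP-Star hydrolysis; controls: DMSO-only wells and no-enzyme negative control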
# ATG4B inh: blocks human ATG4B protease cleavage of LC3 substrate. Q9Y4P1. ATG4B cleavage of LC3-PLA2, NBD-HPC fluorescence, 1 h. inhibition, % at 8.33 µM. 340,000 compounds, 0.51% hits. AID 504462; in the data active = inhibition above about 40%
# hIAP block: human IAP inhibition; P09923; purified IAP, CDP-Star luminescence, 30 min; inhibition, % at 10 µM; 330,000 compounds, 0.12% hits; AID 2544;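 active = inhibition reaching a set limit with compound at 10 µM in the primary screen, cut at about 35% in these data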;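 also: plate controls were DMSO wells with enzyme for no effect and no-enzyme buffer wells for full effect; values of inactives mirror those of a sister screen read the other way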
# PfG6PD inh: PfG6PD (Plasmodium falciparum) enzyme inhibition | PfGluPho enzyme, NADPH resazurin-diaphorase fluorescence | inhibition, % at 20 µM | 350,000 compounds, 0.78% hits;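 active = inhibition reaching at least a set limit at 20 µM in the primary screen, cut at about 59% in these data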;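 also: 0% = DMSO wells with substrate and 100% = DMSO wells lacking glucose-6-phosphate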
# HKDC1 inh: blocks human hexokinase HKDC1 activity | recombinant HKDC1, G6PDH/diaphorase resazurin coupled fluorescence | 340,000 compounds, 0.16% hits | AID 493160 | inhibition, % at 20 µM;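 active = inhibition above about 35% when tested at 20 µM, limit read from the data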;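 also: plate controls were DMSO wells with enzyme for no effect and DMSO wells lacking enzyme for full effect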
#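 test system = in-house recombinant HK5 (HKDC1) enzyme | amount = HKDC1 at 5 µg/mL | control set = DMSO-enzyme wells negative, buffer-substituted wells positive | compound = one dose of 20 µM, 1% DMSO | schedule = reaction time 90 min, room temperature, protected from light | technique = resorufin fluorescence at 613 nm | reagent = glucose with 1 mM ATP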
# * = called active by the depositor. Compounds were not picked by outcome; 2.4% or so of the library scored in one or more.
structure,A3A deaminase,hIAP activ,mIAP block,mIAP activ,ATG4B inh,hIAP block,PfG6PD inh,HKDC1 inh
CC(C)c1ccc(CC(C)C2C3=C(CCCC3=O)OC3=C2C(=O)CCC3)cc1 (configuration not stated),2,0.83,11,0.89,-4,17,8,3
Cc1c(F)cccc1NS(=O)(=O)c1ccccc1C#N,0,0.8,0,1,1,20,10,-5
COC(=O)CSc1nnc2n(-c3ccc(OC)cc3)c(=O)c3c4c(sc3n12)CCCCC4,3,0.99,1,0.99,-13,1,6,9
CCN(CC(=O)NCc1ccc(Cl)cc1)C(=O)c1cc(OC)cc(OC)c1,-5,0.99,0,1,1,1,-8,-4
CC(=O)N1CCN(S(=O)(=O)c2cccc(C(=O)OCN3C(=O)c4ccccc4C3=O)c2)CC1,1,1.2,-12,1.1,-8,-16,9,-2
CC(/C=C/c1ccco1)=N/NC(=O)c1ccc(C)nc1,-5,0.97,5,0.95,-7,2,31,-1
O=C(C1CCC1)N1CCN(c2ccnc3cc(Cl)ccc23)CC1,-1,0.91,7,0.93,-6,9,8,24
CSc1nc2c(c(=O)n1-c1ccc(F)cc1)SCC2,-3,0.69,4,0.96,4,31,-11,4
CCOc1ccc(CCNC(=O)c2cnccn2)cc1OCC,0,1.1,2,0.97,6,-8,-12,1
CCOC(=O)Nc1cc(OC)c(OC)cc1Cc1nccc2cc(OC)c(OC)cc12,-1,1,-3,1,-7,-3,-31,7
CC(NCC(=O)NC(=O)NC1CCCC1)c1ccc(Cl)cc1Cl (configuration not stated),-4,1,7,0.93,1,-2,12,2
O=C(O)CCN1C(=O)c2ccc(NC(=O)CCc3ccccc3)cc2C1=O,-4,0.98,-6,1.1,9,2,-17,-3
CC(NC(=O)Cn1cccc1C(=O)c1ccccc1)c1ccccc1 (configuration not stated),-5,0.92,-2,1,3,8,3,-3
COCCn1c(C)cc(C(=O)COC(=O)Cc2n[nH]c(=O)c3ccccc23)c1C,-1,1.3,2,0.98,-2,-31,7,-5
NS(=O)(=O)c1cccc(NC(=O)CSc2nc3ccccc3n2-c2ccccc2)c1,1,0.97,-1,1,-16,3,25,2
CN1CCCC(OC(=O)c2ccc(C#N)cc2)C1 (configuration not stated),-2,1.1,-3,1,4,-10,-6,-8
CCC1CCc2c(sc(NC(C)=O)c2C#N)C1 (configuration not stated),3,0.92,6,0.94,2,8,-1,-4
CC(=O)Nc1ccc(S(=O)(=O)N2CCSC2)cc1,-8,0.85,3,0.97,-5,14,3,-4
Cc1ccc(C)c(-n2c(SCC(=O)N3CCCC3)nnc2-c2ccccn2)c1,0,1.1,-2,1,-6,-11,5,-6
Cn1cc(Cl)c(C(=O)Nc2nc3ccccc3s2)n1,-1,1.2,-3,1,-3,-18,-8,-8

# Additional entries:
structure,A3A deaminase,hIAP activ,mIAP block,mIAP activ,ATG4B inh,hIAP block,PfG6PD inh,HKDC1 inh
Cc1ccc(NC2Sc3ccccc3NC2=O)cc1 (configuration not stated),-4,1.1,14,0.86,3,-15,57,13
COC(=O)c1cc(S(=O)(=O)Nc2cccc(-c3cnco3)c2)oc1C,-2,1.1,7,0.93,-14,-9,-8,-2
O=C(NCCO)/C(=C/c1ccc2c(c1)OCO2)NC(=O)c1ccc(Br)cc1,2,1.1,-8,1.1,-10,-8,-1,6
O=c1c(S(=O)(=O)c2ccc(Cl)cc2)cn(Cc2cccc(F)c2)c2ccc(F)cc12,-2,0.92,2,0.98,-9,8,3,-6
COc1ccc(-c2csc(NC(=O)c3ccccc3OC)c2C(=O)O)cc1OC,1,0.9,4,0.96,2,10,55,7
CCOC(=O)N1CCN(S(=O)(=O)N2CCCC(C(=O)NCCCN3CCCCC3)C2)CC1 (configuration not stated),-7,1,2,0.98,1,-2,3,-4
O=C(CN1C(=O)c2ccccc2C1=O)OCC(=O)N1CCCCC1,0,0.92,2,0.98,-4,8,0,-9
COc1cc(OC)cc(C(=O)Nc2sc3c(c2C(N)=O)CCC3)c1,-1,0.98,8,0.92,-1,2,-4,-5
O=C(O)CCN1C(=O)/C(=C\c2ccc(OCc3ccccc3)c(OCc3ccccc3)c2)SC1=S,1,0.87,5,0.95,18,13,-48,-3
Cn1nnnc1SCC(=O)Nc1ccc(C(=O)N2CCN(Cc3ccccc3F)CC2)cc1,-4,0.97,6,0.94,-10,3,3,-5
O=C(c1ccncc1)N(c1ccc2oc3c(c2c1)CCCC3)S(=O)(=O)c1ccc(F)cc1,-2,1,9,0.91,-12,-1,13,4
CCN(CC)CCCCN1c2ccccc2Sc2ccccc21,-4,0.99,5,0.95,5,1,4,-2
N#Cc1c(NC(=O)c2ccc(N3CCOCC3)c([N+](=O)[O-])c2)sc2c1CCCC2,2,0.84,22,0.78,-10,16,7,-9
COC(=O)c1cc(-c2ccccc2)nc2nc(SC)[nH]c(=O)c12,-3,1.2,-5,1,-3,-22,-8,-5
CCn1ncc(Br)c1C(=O)Nc1ccc(C(=O)OC(C)C)cc1,-4,1.2,-1,1,-14,-25,7,-5
CCN(CC)S(=O)(=O)c1ccc(C(=O)Nc2c3c(nn2C(C)(C)C)CS(=O)(=O)C3)cc1,6,1,2,0.98,-10,0,-6,-7
Cn1c(SCC(=O)c2ccccc2)nnc1-c1ccncc1,-2,1.1,-6,1.1,3,-5,-5,-7
COc1ccc(-n2cc(CN[C@H]3CCCCNC3=O)c(-c3cccc(F)c3)n2)cc1,1,0.97,-9,1.1,6,3,-15,9
Cn1nc(C(=O)NCCc2ccc(Cl)cc2)c2c1-c1ccccc1S(=O)(=O)C2,-1,1.2,2,0.98,-5,-17,-1,-5
COc1ccc(-c2sc3cc(OC)c(OC)cc3c2C#CCO)cc1,-1,0.96,1,0.99,-6,4,16,11

# Going on with the list.
structure,A3A deaminase,hIAP activ,mIAP block,mIAP activ,ATG4B inh,hIAP block,PfG6PD inh,HKDC1 inh
CC1=Nc2ccc(C)cc2/C1=C/c1c(N)n2nc(CC(=O)N3CCOCC3)sc2nc1=O,2,0.73,-2,1,-8,27,-16,-3
Cc1cccn2c(=O)c3cc(S(=O)(=O)c4ccc(Br)cc4)c(=N)n(C4CCCCC4)c3nc12,-2,0.99,14,0.86,-3,1,-12,-1
O=C(COC(=O)/C=C/c1ccc(Cl)cc1)NC1CCCC1,-2,1.2,-13,1.1,3,-21,-7,-10
O=C(CCCN1C(=O)c2ccccc2C1=O)Nc1nc2ccccc2[nH]1,1,1.2,7,0.93,4,-19,-6,2
Cc1ccc(/C=N/N(Cc2ccccc2)c2ccccc2)o1,-4,0.96,4,0.96,11,4,-8,-4
O=C(Nc1nccs1)C1CCCN1S(=O)(=O)c1ccc(Cl)cc1 (configuration not stated),-1,0.98,-8,1.1,0,2,1,-8
CCn1c(SCC(=O)N2CC(C)OC(C)C2)nc2c([nH]c3ccccc32)c1=O (configuration not stated),-1,1.3,19,0.81,-3,-29,-6,3
S=C(NCCSCc1ccc(Cl)cc1)Nc1ccccc1,2,0.91,-62,1.6,19,9,5,3
COc1cccc(OCc2cc(C(=O)N(C)Cc3nccn3C)no2)c1,-3,0.93,4,0.96,2,7,-9,-7
COc1ccccc1C(=O)NCCCNC(=O)c1cnccn1,-5,0.97,1,0.99,-3,2,-8,-6
O=C(COc1ccc(-c2ccccc2)cc1)NNC(=O)Nc1ccccc1,14,1.4,-2,1,1,-42,-11,-6
COc1cc(/C=C2\C(=O)ON=C2c2ccc(Cl)cc2)ccc1O,-2,1,19,0.81,-2,-2,0,17
CCN(CC)CCCNC(=O)C1c2ccccc2Oc2ccccc21,-6,1.1,-11,1.1,-3,-11,-8,2
COc1cccc(NC(=O)CCC(=O)Nc2cc(OC)c(NC(=O)c3cccs3)cc2OC)c1,4,0.82,-8,1.1,-4,18,-19,0
S=C(NCCc1ccccn1)Nc1ccc(Cl)cc1,3,0.99,3,0.97,-10,1,1,-2
COCCNC(=O)c1ccc2c(c1)S(=O)(=O)c1ccccc1C2=O,3,1,-4,1,8,-4,-8,-4
CCc1ccccc1-n1c(SCC(=O)Nc2ccc3c(c2)OCCO3)nc2[nH]ncc2c1=O,6,1,14,0.86,14,0,-2,-3

# An excerpt from above in order of SMILES length, lowest first:
structure,A3A deaminase,hIAP activ,mIAP block,mIAP activ,ATG4B inh,hIAP block,PfG6PD inh,HKDC1 inh
S=C(NCCc1ccccn1)Nc1ccc(Cl)cc1,3,0.99,3,0.97,-10,1,1,-2
S=C(NCCSCc1ccc(Cl)cc1)Nc1ccccc1,2,0.91,-62,1.6,19,9,5,3
COc1ccccc1C(=O)NCCCNC(=O)c1cnccn1,-5,0.97,1,0.99,-3,2,-8,-6
Cc1ccc(/C=N/N(Cc2ccccc2)c2ccccc2)o1,-4,0.96,4,0.96,11,4,-8,-4
CCN(CC)CCCNC(=O)C1c2ccccc2Oc2ccccc21,-6,1.1,-11,1.1,-3,-11,-8,2
O=C(COC(=O)/C=C/c1ccc(Cl)cc1)NC1CCCC1,-2,1.2,-13,1.1,3,-21,-7,-10
COc1ccc(-c2sc3cc(OC)c(OC)cc3c2C#CCO)cc1,-1,0.96,1,0.99,-6,4,16,11
O=C(Nc1nccs1)C1CCCN1S(=O)(=O)c1ccc(Cl)cc1 (configuration not stated),-1,0.98,-8,1.1,0,2,1,-8
COCCNC(=O)c1ccc2c(c1)S(=O)(=O)c1ccccc1C2=O,3,1,-4,1,8,-4,-8,-4
O=C(CCCN1C(=O)c2ccccc2C1=O)Nc1nc2ccccc2[nH]1,1,1.2,7,0.93,4,-19,-6,2
Cn1nc(C(=O)NCCc2ccc(Cl)cc2)c2c1-c1ccccc1S(=O)(=O)C2,-1,1.2,2,0.98,-5,-17,-1,-5
COc1cccc(NC(=O)CCC(=O)Nc2cc(OC)c(NC(=O)c3cccs3)cc2OC)c1,4,0.82,-8,1.1,-4,18,-19,0
CC1=Nc2ccc(C)cc2/C1=C/c1c(N)n2nc(CC(=O)N3CCOCC3)sc2nc1=O,2,0.73,-2,1,-8,27,-16,-3
Cc1cccn2c(=O)c3cc(S(=O)(=O)c4ccc(Br)cc4)c(=N)n(C4CCCCC4)c3nc12,-2,0.99,14,0.86,-3,1,-12,-1

# Screening results: PubChem BioAssay, Sanford-Burnham Center for Chemical Genomics
